Assay outcomes as filed in PubChem BioAssay.
Runt-SMMHC FRET = inhibitors of RUNX1 Runt–CBFb-SMMHC binding, primary screen, biochemical, FRET, Cerulean-Runt, Venus-CBFb-SMMHC, uHTS; Runt-related transcription factor 1 (Homo sapiens) + Core-binding factor subunit beta …; Cerulean-Runt/Venus-CBFb-SMMHC FRET ratio 530/480, 1 h; inhibition, % at 20 µM; 0.74% of 220,000 active;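 active = mean inhibition across duplicate retests at 20 µM reaching about 50%, limit read from the data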;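 also: 0% = DMSO wells and 100% = wells with excess untagged CBFb-SMMHC; inhibitors lower the FRET ratio by blocking Runt binding to CBFb-SMMHC; some results filed as inactive read as strong as hits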
Target sequence (Q01196 whole entry, looked up): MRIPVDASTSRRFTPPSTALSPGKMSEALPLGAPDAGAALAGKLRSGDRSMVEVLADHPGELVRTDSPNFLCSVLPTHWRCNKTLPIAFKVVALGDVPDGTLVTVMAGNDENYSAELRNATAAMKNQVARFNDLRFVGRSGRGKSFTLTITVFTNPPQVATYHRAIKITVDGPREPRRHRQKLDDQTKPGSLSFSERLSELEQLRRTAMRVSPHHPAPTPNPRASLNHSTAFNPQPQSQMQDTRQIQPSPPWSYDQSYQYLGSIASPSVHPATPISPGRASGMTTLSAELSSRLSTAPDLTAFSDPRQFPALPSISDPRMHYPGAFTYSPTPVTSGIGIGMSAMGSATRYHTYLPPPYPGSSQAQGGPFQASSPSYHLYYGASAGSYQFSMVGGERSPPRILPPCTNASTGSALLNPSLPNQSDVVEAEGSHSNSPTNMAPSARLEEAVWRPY
Target sequence (Q13951 whole entry, looked up): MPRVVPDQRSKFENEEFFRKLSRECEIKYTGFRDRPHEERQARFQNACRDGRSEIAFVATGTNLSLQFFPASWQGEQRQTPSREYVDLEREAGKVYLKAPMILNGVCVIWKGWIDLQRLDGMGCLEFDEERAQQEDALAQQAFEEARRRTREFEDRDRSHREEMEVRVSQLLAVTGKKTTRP
RBBP9 inh = human RBBP9 inhibitors, primary screen, biochemical, fluorescence polarization, FP-Rh probe, HTS; Serine hydrolase RBBP9 (Homo sapiens), O75884; recombinant RBBP9; inhibition, % at 7.94 µM; 0.2% of 220,000 active;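 active = inhibition above the campaign mean of all tested compounds plus 3 SD, cut at about 14% in these data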;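 also: plate controls were DMSO wells with RBBP9 for no effect and wells lacking RBBP9 protein for full effect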
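Controls: DMSO-treated enzyme wells and wells lacking RBBP9 | Material: RBBP9 protein | Technique: Fluorescence polarization | Replication: Single well per compound, no replicates | Buffer or medium: Tris-NaCl-Pluronic buffer, pH 8.0 | Timing: 30 min compound preincubation, 45 min probe labeling, 25 °C | Read-out basis: Percent inhibition from mP, scaled between DMSO and no-protein wells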
p97 inhibitor = inhibitors of human p97 ATPase, primary screen, biochemical | recombinant p97 ATPase, Kinase-Glo ATP luminescence, 3 h | 0.42% of 220,000 active | AID 1481, 2009 | Transitional endoplasmic reticulum ATPase (Homo sapiens), P55072 | inhibition, % at 8 µM; in the data active = inhibition above about 15%;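 also: 0% = DMSO vehicle and 100% = wells lacking enzyme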
Hck-Nef inh = inhibitors of Nef-activated human Hck kinase, primary screen, biochemical, Z-Lyte FRET, 384-well, Hck-YEEI; Tyrosine-protein kinase HCK (Homo sapiens), P08631; Recombinant Hck-YEEI plus Nef, Z-Lyte FRET kinase assay; inhibition, % at 20 µM; 0.68% of 220,000 active; AID 463187, 2010;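 active = Hck-Nef kinase inhibition above about 50%, limit read from the data; inactive = inhibition below that limit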;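 also: 0% = DMSO with Hck plus Nef and 100% = Hck alone without Nef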
Mdm2 ligase inh = MDM2-luciferase reporter signal enhancers, primary screen, MDM2 E3 ligase inhibitor project, cell-based, luminescence, 1536-well; signal enhancement, % at 5 µM; 0.11% of 210,000 active; E3 ubiquitin-protein ligase Mdm2 (Homo sapiens), Q00987; cell-based MDM2 ubiquitination luciferase reporter, 2 h; 0 = plate control, 100 = twice control, blank-subtracted;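 active = signal enhancement of 30% or more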;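 also: luminescence tracks abundance of the self-degrading MDM2-luciferase fusion protein; higher signal means inhibition of MDM2 E3 ligase activity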
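Assay system: mammalian cells stably expressing self-ubiquitinating, self-degrading MDM2 E3–luciferase fusion. Quantity: 2000 cells in each well. Medium: DMEM culture medium. Compound dosing: single-point 5 µM. Timing: cell settling 4 h, compound treatment 2 h, both 37 °C. Technique: luciferase luminescence. Read-out basis: percent signal gain over controls, blank-subtracted. Benchmarks: plate controls and plate blanks.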
Runt-CBFb FRET = inhibitors of RUNX1 Runt–CBFb binding, primary screen, biochemical, FRET, Cerulean-Runt, Venus-CBFb, uHTS | Cerulean-Runt/Venus-CBFb FRET ratio 530/480, 1 h | Runt-related transcription factor 1 (Homo sapiens) + Core-binding factor subunit beta … | inhibition, % at 20 µM | AID 1496, 2009 | 0.46% of 220,000 active;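 active = inhibition over about 50% at 20 µM in the single-dose screen, limit read from the data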;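 also: 0% = DMSO wells and 100% = excess unlabeled CBFb competitor control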
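Buffer or medium: Tris pH 7.5 buffer with BSA. Assay system: Cerulean-labeled Runt domain protein. Amount: each fluorescent fusion protein 100 nM. Read-out basis: loss of energy transfer signal. Incubation: 1 h compound exposure, room temperature. Probe or stimulus: Venus-CBFb binding partner, 100 nM. Detection: FRET, excitation 422 nm, emission at 530 and 480 nm.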
NPY1 pot ag = NPY-Y1 receptor potentiators or agonists, primary screen, cell-based; NPY-Y1 expressing cells, potentiator/agonist activation; AID 1304, 2008; 0.37% of 220,000 active; activation, % at 3.6 µM; Neuropeptide Y receptor type 1 (Homo sapiens), P25929; in the data active = activation above about 33%, passing the limit was not always enough;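 also: cells stimulated with NPY at EC10 then isoproterenol at EC100; 0% = low agonist plus stimulus and 100% = saturating agonist plus stimulus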
Target sequence (P25929 whole entry, looked up): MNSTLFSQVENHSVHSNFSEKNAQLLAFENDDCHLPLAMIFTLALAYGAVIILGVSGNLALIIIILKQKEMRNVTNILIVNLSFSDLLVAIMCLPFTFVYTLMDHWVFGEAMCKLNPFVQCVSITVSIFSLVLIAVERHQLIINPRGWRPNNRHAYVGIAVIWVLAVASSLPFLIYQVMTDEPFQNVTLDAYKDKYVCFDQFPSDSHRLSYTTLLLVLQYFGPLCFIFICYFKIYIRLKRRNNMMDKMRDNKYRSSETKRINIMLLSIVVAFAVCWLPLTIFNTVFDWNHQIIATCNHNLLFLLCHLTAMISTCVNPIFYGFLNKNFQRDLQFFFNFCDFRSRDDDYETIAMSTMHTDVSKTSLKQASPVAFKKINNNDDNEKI
NPY-Y2 PAM-ag = NPY-Y2 potentiators or agonists, primary screen, cell-based; Neuropeptide Y receptor type 2 (Homo sapiens), P49146; 0.45% of 220,000 active; cells expressing NPY-Y2, potentiator/agonist read-out; activation, % at 3.6 µM; AID 1359, 2008; in the data active = activation above about 27%;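 also: cells stimulated with NPY near EC25 plus isoproterenol at EC100; 0% = vehicle plus submaximal agonist and 100% = vehicle plus saturating agonist; some results beyond the cut were filed as inactive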
NPY-Y1 antag = NPY-Y1 receptor antagonists, primary screen, cell-based; Neuropeptide Y receptor type 1 (Homo sapiens), P25929; HEK293-CNG Y1 cells, membrane potential fluorescence; NPY at EC95, then isoproterenol; inhibition, % at 3.6 µM; 1% of 200,000 active;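 active = inhibition above the campaign mean inhibition of all tested compounds plus 3 SD, cut at about 20% in these data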;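 also: 0% = DMSO wells given NPY plus isoproterenol and 100% = isoproterenol alone without NPY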
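Material: HEK293 Y1/CNG channel cell line; also added: NPY (25 nM), isoproterenol (1 µM), Ro 20-1724 (25 µM); doses: one concentration, 3.6 µM, in 0.4% DMSO; schedule: compound incubation 1 h at room temperature, readout 45 min post-stimulation; technique: membrane potential fluorescence; measure: fluorescence ratio normalized to % inhibition between controls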
* marks the source's active call; other numbers are inactive results; . = not tested or not shown.

SMILES	Runt-SMMHC FRET	RBBP9 inh	p97 inhibitor	Hck-Nef inh	Mdm2 ligase inh	Runt-CBFb FRET	NPY1 pot ag	NPY-Y2 PAM-ag	NPY-Y1 antag
Cc1ccc(-c2nc(C)sc2CC(=O)OCC(=O)Nc2c(F)cccc2F)cc1	1	-8	-1	2	-8	1	18	-2	11
COC(=O)c1ccccc1NC(=O)NC1CCCCC1	0	2	3	19	2	1	12	10	.
C=CCNC(=O)NC(=O)COC(=O)c1cccnc1SC	2	7	6	0	-5	3	-6	3	12
CN(C)C(=O)Nc1cnc2ccccc2c1	5	-10	-3	-1	-3	0	7	-5	-7
O=C(COc1ccc(F)cc1Br)N1CCN(S(=O)(=O)/C=C/c2ccccc2)CC1	-1	-5	3	19	3	-4	0	-2	3
COc1cc([N+](=O)[O-])ccc1NC(=O)Cc1ccccc1	-2	-4	0	14	-23	1	6	6	5
CSc1sc(C(=O)NCC2CC2)cc1S(=O)(=O)C(C)C	3	2	3	23	-9	2	-3	11	.
Cc1cccc(-n2ncc3c(NCc4ccccn4)ncnc32)c1	-2	-6	-4	10	-23	-2	-6	-7	-5
O=c1c2ccccc2c(-c2ccc(F)cc2)nn1-c1ccc(C(F)(F)F)cc1	-1	9	-4	1	29	-1	-15	-7	21*
CCOc1ccc(-c2c(C#N)c(N)nc3c2c(=O)n(C)c(=O)n3C)cc1OC	1	-4	5	-7	-9	-1	8	7	-1
CCN(CC)S(=O)(=O)c1ccc(C(=O)Nc2ccc3c(c2)OCCO3)cc1	-3	-3	0	-1	4	-2	-5	-9	2
CCN(CC(=O)Nc1cccc(Br)c1)Cc1nc2ccccc2c(=O)[nH]1	3	-4	-2	2	-19	-1	-5	-10	-3
CC1=NN(c2ccccc2)C(=O)C1C=Nc1ccccc1O (configuration not stated)	-6	-6	5	-4	-15	-1	-16	-2	.
CCc1ccc(C(C(=O)NC(C)(C)CC)N(Cc2ccco2)C(=O)Cn2nnc3ccccc32)cc1 (configuration not stated)	0	-6	-2	-5	.	-2	-117	-150	54*
Cc1nn(-c2nc3ccccc3[nH]2)c(=O)c2ccccc12	0	3	-119	22	-97	0	-9	-5	3
OCCNCc1cc(Br)ccc1OCc1ccc(Cl)cc1	-2	-1	1	-1	-12	2	-8	-5	24*
O=c1c(CN2CCN(c3ccccn3)CC2)coc2ccccc12	-2	-5	3	3	-6	-3	10	-2	-3
COc1ccccc1OCCCOc1ccc([N+](=O)[O-])cc1Cl	2	-4	-1	1	1	0	15	2	11
COc1ccc(CNC(=O)CN2C(=O)C3CCCN3c3ncc(Cl)cc32)cc1 (configuration not stated)	-2	-4	3	2	-21	1	-14	4	9
O=C(NCc1cccs1)C1CC(c2ccc(F)cc2)=NO1 (configuration not stated)	-1	-6	3	1	-6	1	1	3	2

Copied from the list.
`CCc1ccc(C(C(=O)NC(C)(C)CC)N(Cc2ccco2)C(=O)Cn2nnc3ccccc32)cc1` (configuration not stated) – NPY-Y1 antag = 54*
`O=C(COc1ccc(F)cc1Br)N1CCN(S(=O)(=O)/C=C/c2ccccc2)CC1` – p97 inhibitor = 3

More records follow:
SMILES	Runt-SMMHC FRET	RBBP9 inh	p97 inhibitor	Hck-Nef inh	Mdm2 ligase inh	Runt-CBFb FRET	NPY1 pot ag	NPY-Y2 PAM-ag	NPY-Y1 antag
CC12CC(NC(=O)N1c1cccc(C(=O)N3CCN(c4ccccc4F)CC3)c1)c1ccccc1O2 (configuration not stated)	2	-4	4	-20	-11	-1	23	-2	-1
Cc1cc(C)c(NC(=O)CSc2nccn2C)c(C)c1	3	-4	2	1	-9	0	10	7	-2
COc1ccccc1-n1cnnc1SCC(=O)NCc1cccs1	-1	-9	-2	-1	-15	0	0	-2	-1
CCOc1ccc(C(c2c(NC(=O)c3ccccc3)sc(C)c2C)N2CCN(CCO)CC2)cc1 (configuration not stated)	0	-4	-6	0	-3	-8	-12	10	0
COc1cc2[nH]c(=O)n(CCCC(=O)N3CC=C(c4ccccc4)CC3)c(=O)c2cc1OC	-3	0	4	3	-17	-2	0	-4	-3
COc1ccc(/C=N/NC(=O)c2[nH]c3ccc(Br)cc3c2-c2ccccc2)cc1	0	-16	-2	3	-9	6	-32	-10	14
C/C(=N\OCC(=O)N/N=C/c1ccccc1O)c1cccs1	4	-5	4	1	-17	1	-11	-9	-6
O=C(CCn1c(=O)[nH]c2ccsc2c1=O)N1CCN(Cc2ccc3c(c2)OCO3)CC1	-1	-4	3	0	8	0	7	-21	2
COc1cccc(NC(=O)COC(=O)C2CCN(S(=O)(=O)c3cccs3)CC2)c1	-2	1	1	23	3	2	-1	1	-2
COc1ccccc1NS(=O)(=O)c1ccc(NC(=O)c2ccncc2)cc1	2	-1	-3	-18	-6	0	-21	-13	1
CC(C)[C@H](N)c1nnc(SCc2ccc(Cl)cc2)o1	1	-4	-3	2	2	-3	9	-17	4
O=S(=O)(c1cccs1)N1CCN(c2ncccn2)CC1	-1	1	3	0	-8	-2	10	2	1
Cc1ccccc1-n1nc(-c2ccc(N)cc2)cc1N	-250	0	10	0	-20	2	6	18	-1
COc1ccc(-n2c(-c3ccc(Br)cc3)c[n+]3c2CCCCC3)cc1	4	-8	1	14	-17	0	14	7	5
O=C(Nc1cc(=O)[nH]c2ncnn12)c1ccccc1	0	-9	-6	-1	-3	1	-1	-4	-2
Cc1cccc(/C=N/n2c(-c3ccccn3)n[nH]c2=S)c1	11	3	0	1	-1	12	-7	2	8
CC1CCN(C(=O)CC#N)CC1	1	-9	5	0	-8	-1	11	4	.
Fc1ccc(-c2cc3nc(-c4ccccc4)cc(N4CCOCC4)n3n2)cc1	6	2	11	-2	0	-1	4	2	3
CN(CC(=O)O)c1ccc(S(=O)(=O)N2CCOCC2)cc1[N+](=O)[O-]	-1	-3	7	24	-31	1	17	6	3
Fc1ccc(-n2[nH]nnc2=S)cc1N1CCCC1	-2	-10	6	1	-9	12	3	4	7

4 of the compounds above, with each value named.
O=C(Nc1cc(=O)[nH]c2ncnn12)c1ccccc1
- Runt-SMMHC FRET = 0
- RBBP9 inh = -9
- p97 inhibitor = -6
- Hck-Nef inh = -1
- Mdm2 ligase inh = -3
- Runt-CBFb FRET = 1
- NPY1 pot ag = -1
- NPY-Y2 PAM-ag = -4
- NPY-Y1 antag = -2

Cc1cccc(/C=N/n2c(-c3ccccn3)n[nH]c2=S)c1
- Runt-SMMHC FRET = 11
- RBBP9 inh = 3
- p97 inhibitor = 0
- Hck-Nef inh = 1
- Mdm2 ligase inh = -1
- Runt-CBFb FRET = 12
- NPY1 pot ag = -7
- NPY-Y2 PAM-ag = 2
- NPY-Y1 antag = 8

CC1CCN(C(=O)CC#N)CC1
- Runt-SMMHC FRET = 1
- RBBP9 inh = -9
- p97 inhibitor = 5
- Hck-Nef inh = 0
- Mdm2 ligase inh = -8
- Runt-CBFb FRET = -1
- NPY1 pot ag = 11
- NPY-Y2 PAM-ag = 4
- NPY-Y1 antag = .

Fc1ccc(-c2cc3nc(-c4ccccc4)cc(N4CCOCC4)n3n2)cc1
- Runt-SMMHC FRET = 6
- RBBP9 inh = 2
- p97 inhibitor = 11
- Hck-Nef inh = -2
- Mdm2 ligase inh = 0
- Runt-CBFb FRET = -1
- NPY1 pot ag = 4
- NPY-Y2 PAM-ag = 2
- NPY-Y1 antag = 3

Additional records.
SMILES	Runt-SMMHC FRET	RBBP9 inh	p97 inhibitor	Hck-Nef inh	Mdm2 ligase inh	Runt-CBFb FRET	NPY1 pot ag	NPY-Y2 PAM-ag	NPY-Y1 antag
CC1=CCC(C(=O)N/N=C/c2cccs2)C(c2ccc(F)cc2)C1 (configuration not stated)	-2	5	5	0	-13	1	8	5	8
CCn1c(SCc2ccc(C(=O)Nc3cc(C)cc(C)c3)cc2)nnc1-c1ccncc1	3	-8	-3	-1	-6	-12	-18	-7	2
COc1ccc(-c2nnc(SCc3cc(C)ccc3C)n2N)cc1	-2	-6	0	1	-15	-2	-9	1	9
Cc1ccc(/C=C/C(=O)O)cc1S(=O)(=O)N1CCc2ccccc2C1	1	-2	-1	-8	-20	-2	0	1	0
Cc1ccc(O)c(NC(=S)NC(=O)c2ccc(-c3ccc(Cl)cc3)o2)c1	.	-8	1	2	.	.	-17	-31	19
O=C(CCN1CCCC1)Nc1cccc(Br)c1	0	-10	2	0	-1	-1	8	11	2
Cc1cc(C)c(/C=N/NC(=O)c2nnn(-c3nonc3N)c2COc2ccc(F)cc2)c(C)c1	3	-20	5	3	-9	3	-8	-24	.
Cc1ccc(CN2CCN(/N=C/c3cccs3)CC2)cc1	2	6	-3	5	5	0	-7	-16	-1
CCN(CC)CCNC(C(=O)Nc1cc(C(F)(F)F)ccc1Cl)c1ccccc1 (configuration not stated)	3	-7	-1	5	-12	2	-20	5	1
O=C(Nc1ccc(NC(=O)C2CC2)nc1)c1ccccn1	-2	-7	-16	0	-53	0	5	-2	-3
O=c1c2ccc(-c3nnc4n3-c3ccccc3SC4)cc2nc2n1CCCCC2	.	-1	5	2	.	.	-8	11	-1
Cc1cccc(-c2cc3nc(C)cc(N4CC(C)CC(C)C4)n3n2)c1 (configuration not stated)	-14	-5	0	7	-6	-1	-19	-18	0
Cn1c(=O)c2c(nc(N3CCCC3)n2CC(O)CO)n(C)c1=O (configuration not stated)	-1	4	3	-1	-6	0	10	2	3

Hits appear at their usual frequency, and some 3.5% of all compounds hit somewhere here.
